# Screening data: PubChem BioAssay, Broad Institute
# NSD2 inh – blocks human histone methyltransferase NSD2; O96028; hit rate 0.54% among 310,000; NSD2 peptide methylation, AlphaScreen, 120 min; inhibition, % at 12.5 µM; in the data active means inhibition above about 50%
# Target sequence (O96028 whole entry, looked up): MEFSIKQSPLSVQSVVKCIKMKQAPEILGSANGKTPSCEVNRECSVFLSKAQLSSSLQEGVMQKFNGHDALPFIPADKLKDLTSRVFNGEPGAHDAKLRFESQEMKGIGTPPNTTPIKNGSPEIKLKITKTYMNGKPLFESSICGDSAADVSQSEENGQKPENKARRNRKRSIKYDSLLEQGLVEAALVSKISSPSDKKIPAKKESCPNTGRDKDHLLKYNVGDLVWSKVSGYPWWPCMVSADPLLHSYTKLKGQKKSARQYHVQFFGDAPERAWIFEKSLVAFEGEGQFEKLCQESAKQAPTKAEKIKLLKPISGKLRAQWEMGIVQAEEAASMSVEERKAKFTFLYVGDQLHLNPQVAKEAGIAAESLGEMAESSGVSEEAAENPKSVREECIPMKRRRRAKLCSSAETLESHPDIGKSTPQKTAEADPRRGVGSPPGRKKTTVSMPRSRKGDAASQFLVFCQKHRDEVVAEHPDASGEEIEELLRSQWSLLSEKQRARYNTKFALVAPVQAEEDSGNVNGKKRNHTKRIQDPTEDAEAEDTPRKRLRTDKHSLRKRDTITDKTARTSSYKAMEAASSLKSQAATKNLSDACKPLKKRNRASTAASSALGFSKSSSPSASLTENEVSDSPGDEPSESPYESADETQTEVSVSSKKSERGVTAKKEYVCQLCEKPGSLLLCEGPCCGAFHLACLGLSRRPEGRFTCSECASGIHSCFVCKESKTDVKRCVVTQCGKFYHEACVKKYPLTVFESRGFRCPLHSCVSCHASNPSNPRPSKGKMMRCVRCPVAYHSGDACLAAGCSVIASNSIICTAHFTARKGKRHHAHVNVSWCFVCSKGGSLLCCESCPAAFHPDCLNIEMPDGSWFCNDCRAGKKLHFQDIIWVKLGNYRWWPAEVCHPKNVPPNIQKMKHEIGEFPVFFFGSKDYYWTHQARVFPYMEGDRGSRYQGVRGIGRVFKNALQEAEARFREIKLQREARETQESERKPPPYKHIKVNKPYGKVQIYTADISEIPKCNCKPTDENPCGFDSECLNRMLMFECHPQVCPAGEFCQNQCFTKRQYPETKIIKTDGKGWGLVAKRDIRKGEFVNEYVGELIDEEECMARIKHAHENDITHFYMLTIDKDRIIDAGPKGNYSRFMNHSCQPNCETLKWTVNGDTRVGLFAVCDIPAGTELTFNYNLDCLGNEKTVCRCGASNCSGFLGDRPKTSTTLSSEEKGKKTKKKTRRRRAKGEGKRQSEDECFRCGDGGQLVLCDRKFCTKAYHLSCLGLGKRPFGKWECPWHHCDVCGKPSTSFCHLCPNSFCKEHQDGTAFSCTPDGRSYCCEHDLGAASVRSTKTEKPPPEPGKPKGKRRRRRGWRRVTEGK
# * marks the source's active call; other numbers are inactive results. This is a subset; rates above refer to the full screens.
SMILES,NSD2 inh
COc1ccccc1C(=O)N1CCCC(c2nc(-c3cccs3)no2)C1 (centres undefined),2
Cc1cccc(/N=C/c2c(O)n(-c3cc(Cl)ccc3N3CCOCC3)c(=O)c3ccccc23)n1,5
Cc1ccc(C)c(NC(=O)c2ccc(CS(=O)(=O)Cc3ccccc3C)o2)c1,-1
Cc1cc(C)nc(NC(=O)c2ccc3c(c2)OCO3)c1,22
ClC1=CN(C2=NCCC2)CC1,-1
O=C(Cn1c2ccc(F)cc2c2nc3n(c(=O)c21)CCS3)Nc1ccccc1F,2
CCCC(C)NC(=O)c1ccc(-c2ccccc2)cc1 (centres undefined),-3
CCCCC#CC(CC)NCc1ccc(OC)cc1OC (centres undefined),-1
O=Cc1sc([O-])nc1-[n+]1ccc2ccccc2c1,16
O=[N+]([O-])c1ccccc1/C=C/C=Nn1c(-c2ccc(F)cc2)n[nH]c1=S,1
O=C1NN(c2ccc(Cl)c(Cl)c2)C(=O)/C1=C/c1cccc(OC(=O)c2cccs2)c1,1
O=C(NCCc1ccc(F)cc1)c1ccc(Sc2ccccc2Cl)c([N+](=O)[O-])c1,1
CCOCC(=O)Nc1cc(C(=O)Nc2ccc(F)cc2)ccc1Cl,-8
COc1ccc(OC)c(S(=O)(=O)N2CCCCC2C(=O)N2CCCN(C)CC2)c1 (centres undefined),-7
CCCCC(=O)N1CCN(C(=O)c2ccc3c(c2)nc(C)n3C2CCCC2)CC1,1

# Reprinted from the part before: 3 compounds, followed by the next part.
SMILES,NSD2 inh
CCOCC(=O)Nc1cc(C(=O)Nc2ccc(F)cc2)ccc1Cl,-8
COc1ccc(OC)c(S(=O)(=O)N2CCCCC2C(=O)N2CCCN(C)CC2)c1 (centres undefined),-7
CCCCC(=O)N1CCN(C(=O)c2ccc3c(c2)nc(C)n3C2CCCC2)CC1,1
Cc1nn(-c2ccccn2)c2c1C(c1ccccn1)C1=C(CCCC1=O)N2 (centres undefined),4
Cc1cc(C)cc(N(CC(=O)NC2CCC(C)CC2)S(=O)(=O)c2cccs2)c1 (centres undefined),-2
COC(=O)CSc1nnc(-c2n[nH]c3c2CCC3)n1N,-1
O=C(CSc1nnc(-c2cccnc2)n1-c1ccc(Cl)cc1)Nc1cccc2ccccc12,-1
Cc1ccc(-n2c(SCC(=O)Nc3ccc4c(c3)OCCO4)nnc2-c2cccnc2)cc1,-2
Cn1c(SCc2ccc(C(C)(C)C)cc2)nnc1-c1ccco1,6
O=C(CSc1nc2ccccc2n1Cc1ccccc1)NNC(=S)Nc1ccccc1,5
COc1ccc(-c2nnc(SCc3c(F)cccc3F)n2N)cc1,-1
COc1ccc(-c2cc(C(=O)NN=Cc3ccccc3F)[nH]n2)cc1,16
COc1cccc(CNC(=O)C2CCC(CNS(=O)(=O)c3cccc4cccnc34)CC2)c1OC (centres undefined),4
O=C(O)/C=C/C(=O)Nc1ccc(Oc2ncnc3cc(Cl)ccc23)nc1,2
CN(Cc1ccccc1F)C(=O)C1CCC(CNS(=O)(=O)c2cccc3cccnc23)CC1 (centres undefined),8
COc1ccc(CN(CCN2CCOCC2)C(=O)c2cccc(F)c2F)cc1OC,-15
CCC[C@H]1[C@@H](NC(=O)c2cccc(Cl)c2)CC[C@@]23CCCN2C(=O)CCC[C@@H]13,-3
O=C(OCc1cn(Cc2ccccc2F)nn1)N1CCOCC1,31
COc1cccc(N2CCN(C(=O)c3cccc(NC(=O)C4=C(C)OCCS4)c3)CC2)c1,1
CC(C)N(C)c1ncnc2c1ncn2[C@H]1CN(C2CCCC2)C[C@@H](CO)O1,-3
Cc1ccc(N=c2c([N+](=O)[O-])nn(-c3ccc4c(c3)OCCO4)n2O)c(Cl)c1,5
O=C1CSc2ccc(C(=O)N3CCCC(C(=O)N4CCCN(Cc5ccccc5)CC4)C3)cc2N1 (centres undefined),11
CCOc1ccc(-n2c(SCC(=O)Nc3ccc(S(=O)(=O)Nc4nccs4)cc3)nnc2-c2ccncc2)cc1,1
CN(C)c1ccc(-c2ccnc3c2CC(C)(C(=O)NCc2ccccc2)O3)cc1 (centres undefined),15
Cc1nc2cc(C(=O)N3CCN(C(=O)OCc4ccccc4)CC3)ccc2n1C1CCCC1,4
Cc1ccc(S(=O)(=O)CC#CCOC(=O)c2ccc([N+](=O)[O-])cc2)cc1,3
CN1CCC(N[C@@H](Cc2ccccc2)C(=O)NCC(c2ccccc2)c2ccccc2)(C(=O)NC2CCCCC2)CC1,-2
O=[N+]([O-])c1cc(C=NN2CCN(Cc3ccccc3Cl)CC2)ccc1Cl,2
CCCCN1CCN(C(=O)Cn2c(=O)c3ccccc3n(CC)c2=O)CC1,3
Cc1ccc(F)cc1C(=O)N1CCCC(c2nc(-c3cccs3)no2)C1 (centres undefined),-7
Cc1cc(C(=O)CSc2cccc[n+]2[O-])c(C)n1-c1ccc(Br)cc1,10
CC(C)(C)c1ccc(-c2nnc(SCC(=O)c3ccc4ccccc4c3)n2-c2ccc(Cl)cc2)cc1,1
CCC(C)CNC(=O)c1oc(=O)c2ccccc2c1-c1ccc(C)cc1 (centres undefined),-9
CC(C)C[C@H](NC1(C(=O)NCCc2c[nH]c3ccccc23)CCN(C)CC1)C(=O)NCCCc1ccccc1,3
O=C(OCC#CCSc1nnc(-c2cccc3ccccc23)o1)c1sccc1Cl,-4
CC(=O)Nc1sc2c(c1-c1nc3ccccc3s1)CCCNC2,7
Cc1ccc(-n2c(SCC(=O)Nc3ccc(S(=O)(=O)Nc4nccs4)cc3)nnc2-c2ccccn2)cc1,11
C=CCNC(=O)CN(C(=O)c1csc2ccc(Cl)cc12)c1cccc(Br)c1,0
O=[N+]([O-])c1nccn1CC(O)CO (centres undefined),0
CCc1nc2c(OCC(=O)C(C)(C)C)cccn2c1N(C)C(=O)C(C)C,-1
COC(=O)C1CCCN(C(=O)C(Cc2ccc3c(c2)OCO3)NC(C)=O)C1 (centres undefined),-3
COc1cc(/C=N/n2c(-c3cc(-c4ccccc4)n[nH]3)n[nH]c2=S)ccc1OCc1ccccc1,0
COc1ccc(OC)c(S(=O)(=O)N2CCCC(c3noc(-c4ccc(C)cc4)n3)C2)c1 (centres undefined),8
O=C(C1CCN(c2ncnc3c2sc2cccc(F)c23)CC1)N1CCN(Cc2ccccc2)CC1,-4
Cc1ccc2c(c1)N(CCCC(=O)N(C)Cc1ccccc1Cl)C(=O)CO2,-9
C=C(C)Cn1c(SCC(=O)N/N=C(\C)c2ccc([N+](=O)[O-])cc2)nnc1-c1ccc(Br)cc1,-1
O=C(Nc1ccc(F)cc1F)C1CCN(c2ncccn2)CC1,-5
CCOC(=O)c1cccc(NC(=O)CN(C)S(=O)(=O)c2cc3ccccc3s2)c1,-5
CCN(CC)CCCNC(=O)CNC(=O)c1nn(-c2ccc(OC)cc2OC)c(=O)c2ccccc12,6
COc1ccc(-n2c(SCc3ccc([N+](=O)[O-])cc3)nnc2-c2ccco2)cc1,2
Cn1c(=O)c(=O)n(C)c2cc(S(=O)(=O)N3CCN(c4ccccc4Cl)CC3)ccc21,1
COc1ccc(CC(=O)Nc2ccc(C)cc2S(=O)(=O)N2CCOCC2)cc1OC,-3
CCc1noc(C)c1C(=O)N1CCN(CC(=O)OC)CC1,0
COc1cccc(C2c3c(ncn(-c4ccccc4)c3=N)Oc3ccc4ccccc4c32)c1OC (centres undefined),-4
CC(C)(C)C(=O)OCOP(=O)(COCCn1cnc2c(N)ncnc21)OCOC(=O)C(C)(C)C,-17
CCCCn1cnc2c(=O)[nH]ccc21,18
COc1ccccc1C(=O)CSc1nnc(-c2ccccn2)n1-c1ccccc1,-4
Nc1ccn(C(C=O)CC(C=O)CO)c(=O)n1 (centres undefined),-1
COc1ccc([C@H]2OC(=O)C[C@H]2C(=O)N2CCCCC2)cc1OC,11
CC(=O)N1CCN(C2=Nc3ccccc3Sc3ccccc32)CC1,5
CCOc1ccc(-c2nc(CSCC(=O)NC3CCC3)c(C)o2)cc1,-1
C[C@H]1[C@@H](OC(=O)NCc2ccccc2Cl)CC[C@@]23CCCN2C(=O)CCC[C@@H]13,1
CCCCn1c(=S)[nH]c2ccc(N3CCOCC3)cc2c1=O,7
# (cont.)
SMILES,NSD2 inh
CC1CN(c2nc3ccccc3nc2SCC(=O)N2CCN(S(=O)(=O)c3ccccc3)CC2)CC(C)O1 (centres undefined),-3
COc1ccc2ccccc2c1C=Nn1c(-c2cc(-c3ccccc3)n[nH]2)n[nH]c1=S,0
COc1ccc(-c2csc(NC(=O)CSc3nnc4c(C)cc5ccccc5n34)n2)cc1,6
CCCCN(C)C(=O)CSc1nnc(-c2cc(OC)c(OC)c(OC)c2)o1,-2
CCNC(=S)Nc1ccc2c(c1)c(=O)n(C)n2CC=C(C)C,-8
CCOC(=O)N1CCN(C(=O)c2ccc3c(=O)n4c(nc3c2)CCCCC4)CC1,-2
COc1ccc(C(C(=O)N(C)C2CCCC2)N(Cc2ccc(F)cc2)C(=O)c2csc(N3CCOCC3)n2)cc1OC (centres undefined),0
O=C(NC(=S)Nc1ccc(CN2CCOCC2)cc1)c1ccc(-c2ccc(Br)cc2)o1,-1
Cc1ccc(C(=O)NCC(=O)OCc2nc3sc(C)c(C)c3c(=O)[nH]2)cc1,2
OCC(CCc1c[nH]c2ccccc12)c1c[nH]c2ccccc12 (centres undefined),23
CCN(C(=O)COC(=O)c1ccc(Sc2ncn[nH]2)c([N+](=O)[O-])c1)c1ccccc1,2
Cc1cccc(C)c1NC(=O)[C@H]1CC(=O)O[C@@H]1c1ccccc1,-1
COc1ccc(CN(C)C(=O)C2CCCN(c3nc4ccccc4o3)C2)cc1 (centres undefined),0
COc1cc2c(cc1NC(=O)CSc1nnc(-c3cccc(Cl)c3)n1Cc1ccco1)oc1ccccc12,3
Cc1ccccc1NC(=O)C1CCCN1S(=O)(=O)c1cccnc1 (centres undefined),0
COc1ccc(-c2cc(-c3nnc(SCC(=O)Nc4ccccc4-c4ccccc4)n3N)[nH]n2)cc1,-2
O=C(Nc1nccs1)c1cnc2sccn2c1=O,-1
CCOC(=O)N1CCc2c(sc3[nH]c(=S)[nH]c(=S)c23)C1,15
CCOC(=O)C(Cc1ccccc1)P(=O)(OCC)OCC (centres undefined),-1
Cc1cc(C(=O)N2CCC(C)(C(=O)NS(=O)(=O)C3CC3)C2)n(C(C)(C)C)n1 (centres undefined),-2
O=[N+]([O-])c1ccc2nc(COCc3nc4ccccc4[nH]3)[nH]c2c1,11
Nn1c(SCC(=O)Nc2ccc(OCc3ccccc3)cc2)nnc1-c1cc(-c2ccc(Cl)cc2)n[nH]1,0
Fc1ccc(-c2n[nH]c(=S)n2N=Cc2ccc(-c3ccccc3)cc2)cc1,0
CCn1c2ccccc2c2cc(NC(=O)COC(=O)c3cc(F)ccc3C)ccc21,-1
COc1ccc(-n2c(SCC(=O)Nc3ccc(Oc4ccccc4)cc3)nnc2-c2ccc(C)cc2)cc1,0
COc1ccc(CN2C[C@@H](CO)O[C@@H](n3cnc4c(N5CCCC5)ncnc43)C2)cc1,-5
O=C(Nc1ccccc1C(=O)NCC1CC1)c1cccs1,8
CCN(C)c1nc(C)nc2c1nnn2Cc1ccccc1,13
CCOC(=O)c1c(NC(=O)CSc2nc3cc(Cl)ccc3s2)sc(C(C)=O)c1C,-2
Cc1ccc(C(=O)C2CCN(CC(=O)NCc3cccs3)CC2)cc1,1
O=C(c1ccncc1)N1C2C=CC(C2)C1(C(F)(F)F)C(F)(F)F (centres undefined),12
O=C(c1ccccc1)C1CCN(c2ncnc3sccc23)CC1,-1
CCCCNC(=O)N1CCCC1C(=O)Nc1cccc(OC)c1 (centres undefined),5
COc1ccc(-c2csc(NC(=O)COC(=O)Cc3ccc(Cl)cc3Cl)n2)cc1,0
O=C(Nc1ccc(Oc2ccccc2)cc1)c1ccc2sc([C@H]3C[C@H](O)[C@@H](CO)O3)nc2c1,2
COc1ccc(C2C(C(=O)N3CCN(c4ccccc4Cl)CC3)CC(=O)N2c2ccc(OC)cc2)cc1 (centres undefined),1
CCOc1ccc(N(CC(=O)Nc2c(C)n(C)n(-c3ccccc3)c2=O)S(=O)(=O)c2cccs2)cc1,0
O=C(C1CCC1)N1CCc2cc(S(=O)(=O)N3CCCC3)ccc21,-11
Nn1c(SCc2cccc3ccccc23)nnc1-c1cc(-c2ccc(F)cc2)n[nH]1,4
COc1ccc(-c2noc(CCC(=O)Nc3nc4ccccc4s3)n2)cc1,0
Cc1ccc(-n2c(Cc3cccs3)nnc2SCC(=O)Nc2cccc3ccccc23)cc1,1
OC[C@@H]1CN(Cc2ccc(Cl)cc2)C[C@H](n2cnc3c(NC4CCC4)ncnc32)O1,0
CCCCN(C)c1c2c(nc3ncnn13)CCCC2,-2
Cn1c(=O)cc(OCC(=O)N2CCN(c3ccc(F)cc3)CC2)c2ccccc21,-1
Cc1ccc(-c2cc(C(=O)NN=Cc3ccccc3OCC(=O)O)[nH]n2)cc1,13
COc1cc([N+](=O)[O-])ccc1NC(=O)CSc1nc2ccccc2n1-c1ccccc1,0
CCN1CCCC1CNC(=O)Cn1cnc2sc(C)c(S(=O)(=O)N3CCC(C)CC3)c2c1=O (centres undefined),4

# Of the compounds above, 15 have two or more sulfur atoms:
SMILES,NSD2 inh
Cc1cc(C)cc(N(CC(=O)NC2CCC(C)CC2)S(=O)(=O)c2cccs2)c1 (centres undefined),-2
O=C(CSc1nc2ccccc2n1Cc1ccccc1)NNC(=S)Nc1ccccc1,5
CCOc1ccc(-n2c(SCC(=O)Nc3ccc(S(=O)(=O)Nc4nccs4)cc3)nnc2-c2ccncc2)cc1,1
O=C(OCC#CCSc1nnc(-c2cccc3ccccc23)o1)c1sccc1Cl,-4
CC(=O)Nc1sc2c(c1-c1nc3ccccc3s1)CCCNC2,7
Cc1ccc(-n2c(SCC(=O)Nc3ccc(S(=O)(=O)Nc4nccs4)cc3)nnc2-c2ccccn2)cc1,11
CCOC(=O)c1cccc(NC(=O)CN(C)S(=O)(=O)c2cc3ccccc3s2)c1,-5
CC1CN(c2nc3ccccc3nc2SCC(=O)N2CCN(S(=O)(=O)c3ccccc3)CC2)CC(C)O1 (centres undefined),-3
COc1ccc(-c2csc(NC(=O)CSc3nnc4c(C)cc5ccccc5n34)n2)cc1,6
O=C(Nc1nccs1)c1cnc2sccn2c1=O,-1
CCOC(=O)N1CCc2c(sc3[nH]c(=S)[nH]c(=S)c23)C1,15
CCOC(=O)c1c(NC(=O)CSc2nc3cc(Cl)ccc3s2)sc(C(C)=O)c1C,-2
CCOc1ccc(N(CC(=O)Nc2c(C)n(C)n(-c3ccccc3)c2=O)S(=O)(=O)c2cccs2)cc1,0
Cc1ccc(-n2c(Cc3cccs3)nnc2SCC(=O)Nc2cccc3ccccc23)cc1,1
CCN1CCCC1CNC(=O)Cn1cnc2sc(C)c(S(=O)(=O)N3CCC(C)CC3)c2c1=O (centres undefined),4
